# Source: PubChem BioAssay (several laboratories)
# IDE inh: inhibitors of human insulin-degrading enzyme in cells; P14735; HEK cells, FAbetaB cleavage, fluorescence polarization; inhibition, % at 5.59 µM; 0.41% of 320,000 active;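 active = percent inhibition above the average of all tested compounds plus 3 SD, set per screening campaign, cut at about 16% in these data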;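 also: IDE supplied by intact live HEK cells; FP after avidin binding of uncleaved biotin substrate so inhibition keeps polarization high; 0% = DMSO wells and 100% = 60 µM reference IDE inhibitor Ii1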
# IDE cell activ: IDE (human) activation, cell-based; HEK cells, FAbeta-B cleavage, fluorescence polarization; 0% vehicle, 100% cell-free pure enzyme wells; activation, % at 5.96 µM; 0.073% of 340,000 active; AID 493087;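 active = activation above the mean of all tested compounds plus 3 SD, set per screening campaign, cut at about 17% in these data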
# GalR3 antag: human GalR3 antagonism; O60755; HEK293 GalR3-CNG cAMP membrane potential fluorescence; galR3 body fused to GalR1 C-terminus; inhibition, % at 3 µM; 0.44% of 360,000 active;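 active = inhibition above the screen-wide average plus 3 SD, cut at about 13% in these data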;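 also: forskolin and galanin both at EC90 stimulate the cells; cAMP rise reported by CNG channel membrane potential dye signal; 0% = forskolin plus galanin with DMSO and 100% = forskolin alone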
# Target sequence (O60755 1-299 limits assumed): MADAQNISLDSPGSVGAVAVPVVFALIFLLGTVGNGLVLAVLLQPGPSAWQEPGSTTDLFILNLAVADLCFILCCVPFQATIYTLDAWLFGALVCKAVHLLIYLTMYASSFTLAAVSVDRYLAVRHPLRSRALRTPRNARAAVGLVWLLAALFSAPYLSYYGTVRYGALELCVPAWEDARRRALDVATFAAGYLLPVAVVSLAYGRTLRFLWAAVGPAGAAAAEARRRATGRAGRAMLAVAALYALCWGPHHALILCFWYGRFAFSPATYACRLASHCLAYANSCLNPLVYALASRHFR
# PHOSPHO1 inh: PHOSPHO1 (human) inhibition | 1.1% of 290,000 active | inhibition, % at 13.3 µM | Q8TCT1 | recombinant PHOSPHO1, absorbance phosphatase assay; in the data active = inhibition above about 60%
# Target sequence (Q8TCT1 whole entry, looked up): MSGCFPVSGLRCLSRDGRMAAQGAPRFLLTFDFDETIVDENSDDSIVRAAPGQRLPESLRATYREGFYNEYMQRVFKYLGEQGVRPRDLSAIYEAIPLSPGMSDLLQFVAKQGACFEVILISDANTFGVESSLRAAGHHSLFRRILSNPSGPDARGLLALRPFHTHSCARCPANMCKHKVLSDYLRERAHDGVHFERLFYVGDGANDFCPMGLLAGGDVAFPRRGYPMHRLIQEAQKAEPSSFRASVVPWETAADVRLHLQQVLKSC
# CRFBP-R2 agonist: agonists of human CRF-binding protein/CRF-R2 receptor complex | HEK293 CRF-R2/CRF-BP, calcium dye fluorescence (FLIPR); percent of saturating CRF peptide response | activation, % at 13.2 µM | 0.46% of 350,000 active | AID 588473;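 active = activation of at least 50%, plus an integration ratio under a set limit after plate pattern correction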;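 also: plate controls were neutral control wells without compound for no effect and CRF at EC100 for full effect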
# pCIP destab: compounds decreasing mouse p/CIP protein stability | Q05BA5 | F442A p/CIP-EGFP cells, EGFP fluorescence, 16 h | decrease of EGFP signal, % at 10 µM | 0.01% of 290,000 active | AID 1984;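 active = EGFP signal decrease of at least 30% at 10 µM or well 3 SD below plate mean, unless failing retest; inactive = the rest, including hits failing retest or dose response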; also: some compounds called inactive have numbers as strong as hits; many of its hits are not listed in these tables
# MEKK3 PB1 HTS: modulators (inhibitors or enhancers) of MEK5 binding to human MEKK3 PB1 domain | Q99759 | bead-based flow cytometry, Alexa488-MEK5 binding to MEKK3; actives lie on both sides; 0 = blocked by unlabeled MEK5, 100 = vehicle | binding response (% of control), % at 10 µM | 1.4% of 290,000 active;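 active = binding response more than 3 SD above or below the average of its plate-row segment, actives on both sides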;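 also: Alexa488 bead fluorescence after subtracting the streptavidin-only scavenger bead signal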
# M4 PAM: CHRM4 positive allosteric modulation; P08173; CHO-K1 hM4/Gqi5, Fluo-8 calcium fluorescence, ACh EC20; 0% = ACh EC20, 100% = maximal ACh; activation, % at 3 µM; 0.4% of 360,000 active; AID 624126;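 active = activation above its plate's cutoff, the mean activation of sample wells plus 3 SD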; also: some results filed as inactive read as strong as hits
# Target sequence (P08173 whole entry, looked up): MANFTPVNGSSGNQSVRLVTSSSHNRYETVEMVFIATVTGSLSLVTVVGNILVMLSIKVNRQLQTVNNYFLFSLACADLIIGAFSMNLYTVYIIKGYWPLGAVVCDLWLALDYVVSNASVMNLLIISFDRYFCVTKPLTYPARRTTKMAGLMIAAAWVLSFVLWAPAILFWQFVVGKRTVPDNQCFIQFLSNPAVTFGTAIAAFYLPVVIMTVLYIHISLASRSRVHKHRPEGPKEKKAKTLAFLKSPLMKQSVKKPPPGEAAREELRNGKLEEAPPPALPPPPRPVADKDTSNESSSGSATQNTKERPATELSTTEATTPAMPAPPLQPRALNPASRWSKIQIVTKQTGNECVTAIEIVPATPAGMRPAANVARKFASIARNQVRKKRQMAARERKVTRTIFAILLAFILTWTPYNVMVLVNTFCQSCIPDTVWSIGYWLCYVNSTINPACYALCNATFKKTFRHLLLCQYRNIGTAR
# CRFBP-R2 block: antagonists of CRF-binding protein/CRF-R2 receptor complex | HEK293 CRF-R2/CRF-BP, CRF-induced calcium fluorescence | 0.59% of 350,000 active | AID 588475 | inhibition, % at 11.8 µM;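 active = inhibition of the ligand-induced calcium signal above about 50% at the single tested concentration, limit read from the data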
# * marks the source's active call; other numbers are inactive results; . = not tested or not shown; & = joins results of further samples.
SMILES,IDE inh,IDE cell activ,GalR3 antag,PHOSPHO1 inh,CRFBP-R2 agonist,pCIP destab,MEKK3 PB1 HTS,M4 PAM,CRFBP-R2 block
CCCS(=O)(=O)c1nc(S(=O)(=O)c2ccc(C)cc2)c(N2CCN(CC)CC2)s1,1,4,-8,55,-0.3,8,95,1,1
O=C(Nc1ccc(Cl)cc1)c1cccc(N2C(=O)C3C4CCC(C4)C3C2=O)c1 (stereo unspecified),9,2,92*,14,-2.0,-19,100,-5,4
CN(C)S(=O)(=O)c1ccc(C(=O)Nc2ccc3c(c2)CCC3)cc1,-1,0,-14,37,-1.2,-1,101,-3,-21
CCOCCCNC(=O)c1c[nH]c2ccc(S(=O)(=O)Nc3cccc(OC)c3)cc2c1=O,3,-6,0,10,0.7,-8,106,13,-12
CN(CC(CC(=O)Nc1nncs1)c1ccccc1)S(=O)(=O)c1ccccc1 (stereo unspecified),3,2,1,-3,0.5,-24,98,8,22
CCNC(=O)CC1C(=O)N(c2ccc(F)cc2)C(=O)N1CCc1sccc1C (stereo unspecified),1,-1,-6,-14,-0.7,7,99,-6,3
O=C(N/N=C/c1ccccc1)c1cc[n+]([O-])cc1,0,1,-4,35,-0.6,-3,103,2,-5
CC1=C(C(=O)OCc2ccccc2)C(c2cccnc2)c2c(n(C)c(=O)n(C)c2=O)N1 (stereo unspecified),1,4&-8,-5,30,-1.2&11,-8,101,0&-3,-9&-63
O=C(CCCc1ccccn1)c1ccccc1,.,4,-5,.,-1.8,.,.,2,-6
Cc1ccc(CNc2ccc(Cl)cc2[N+](=O)[O-])cc1,-7,3,-4,14,0.0,-6,.,-1,-26
O=C(COC(=O)c1ccccc1Cl)NCc1ccco1,1,1,-3,.,-6.1,.,.,2,12
CC(C)Cc1cc(C(=O)Nc2cc(C(F)(F)F)ccc2Cl)no1,-3,3,3,1,-0.4,-12,101,-4,-6
COc1cc2ccnc(C=NO)c2cc1OC,.,.,1,.,1.8,.,.,3,-21
C=CS(=O)(=O)c1sc(Cl)c(N2CCOCC2)c1[N+](=O)[O-],.,3,6,22,17,-6,103,7,22
COC(=O)[C@@]12CCCN1[C@H](c1ccc(-c3ccc(F)cc3)c(OC)c1)[C@H]1C(=O)N(C)C(=O)[C@H]12,5,7,-3,.,-2.2,.,.,12,5
CC(=O)Nc1ccc(N2C(C(C)=O)=NN(c3ccccc3)C2c2cccs2)cc1 (stereo unspecified),-13,2,-7,6,-0.1,1,118,3,-16
C/C(=C\c1ccccc1)CN1CCN(C(C)C)C(CCO)C1 (stereo unspecified),-1,1,-3,14,-0.7,-7,102,-8,-5
COc1ccc(NC(=O)COc2cccc3c2OC(C)(C)C3)cc1OC,-1,1,-3,.,0.2,.,.,-10,0
CC1C(=O)N2CCCc3cc(NC(=O)CC(C)(C)C)cc1c32 (stereo unspecified),-3,4,-6,40,-0.2,5,104,0,-3
Cc1ccc(-c2ccc(/C=N/O)o2)cc1[N+](=O)[O-],1,-7,-5,20,-0.6,-10,96,-5,-2
COc1ccc(CC(=O)NCC(=O)N=Nc2c(O)[nH]c3ccccc23)cc1,6,-4,-7,27,-0.8,4,103,-2,-8
Cc1cccc(N2CCN(C(=O)c3ccc4nc(N5CCCCC5)sc4c3)CC2)c1C,0,5,-2,27,-0.1,0,84,-7,-8
Cc1cccc2sc(NC(=O)C3CCN(S(=O)(=O)c4cc([N+](=O)[O-])ccc4Cl)CC3)nc12,4,1,-9,-23,2.2,-22,125,-24,9
COc1ccc2c(c1)c(/C=N/Nc1nc3ccccc3[nH]1)c(C)n2C,-2,-2,-3,20,1.2,-13,103,2,-16
CN(C)/N=C/c1cc(Cl)cc([N+](=O)[O-])c1O,2,-1,0,-8,-2.5,5,95,2,8
Cc1ccccc1CNC(=O)c1ccc(Cl)c([N+](=O)[O-])c1,-3,2,-2,-1,1.1,6,95,-1,28
O=C(O)c1ccc(N/N=C/c2ccc(-c3ccc(Cl)cc3Cl)o2)cc1,-5,0,-6,16,-1.0,-6,108,12,1
COc1ccc(CN(C)C(=O)CNC(=O)c2ccc(C)cc2)cc1,8,0,-6,19,-2.0,-20,97,-9,3
NC(=O)c1ccsc1NC(=O)COC(=O)CCOc1ccccc1,-12,-4,-5,-2,0.9,8,101,-19,12
CCCc1cc(CN2CCOCC2)c(O)c(CN2CCOCC2)c1O,.,-3,-4,.,3.5,.,.,6,7
Cc1ccccc1CCNC(=O)C1CCC(=O)N(Cc2ccc(Cl)cc2)C1 (stereo unspecified),0,1,0,27,0.5,-17,99,-5,4
COc1ccc(Nc2nc(NN)nc(Nc3ccc(OC)cc3)n2)cc1,0,1,-2,3,-0.3,-5,103,-6,-13
COc1ccc(-c2csc(-n3ncc(C(=O)O)c3C(F)(F)F)n2)cc1,12,4,-12,20,-0.3,-7,102,3,13
Nc1cccnc1Sc1cc(Cl)cc(Cl)c1,-2,2,-2,24,-1.0,-1,99,5,7
CCN(CC)CCCC(C)n1c(C)cc(C(=O)NS(=O)(=O)c2ccc(C)cc2)c1C (stereo unspecified),.,.,-6,.,1.4,.,.,-4,18
CC(C)Oc1ccc(C2NC(=O)NC2=O)cc1 (stereo unspecified),-4,2,-6,0,-0.2,5,101,-2,0
COc1ccc(S(=O)(=O)N2CCC(C(=O)NCCC(=O)Nc3nccs3)CC2)cc1,1,0,5,29,0.3,3,98,-1,14
CNC(=O)c1ccsc1NC(=O)c1coc2ccccc2c1=O,-1,-13,-1,52,-4.6,-6,101,-1,11
O=C(Cn1cnc2c(nnn2Cc2ccc(F)cc2)c1=O)OCc1ccccc1,1,2,-1,0,0.6,-10,74,-5,4
Cc1ccc(S(=O)(=O)N2C(=O)CCC2C(=O)O/N=C(\N)c2ccc([N+](=O)[O-])cc2)cc1 (stereo unspecified),8,5,-4,27,0.0,-20,99,1,5

# Whole records, quoted from the list. Order of values: IDE inh	IDE cell activ	GalR3 antag	PHOSPHO1 inh	CRFBP-R2 agonist	pCIP destab	MEKK3 PB1 HTS	M4 PAM	CRFBP-R2 block
# Shown for `Cc1ccccc1CCNC(=O)C1CCC(=O)N(Cc2ccc(Cl)cc2)C1` (stereo unspecified) = 0	1	0	27	0.5	-17	99	-5	4
# Shown for `CN(C)/N=C/c1cc(Cl)cc([N+](=O)[O-])c1O` = 2	-1	0	-8	-2.5	5	95	2	8
# Shown for `NC(=O)c1ccsc1NC(=O)COC(=O)CCOc1ccccc1` = -12	-4	-5	-2	0.9	8	101	-19	12

# Remaining list, next part.
SMILES,IDE inh,IDE cell activ,GalR3 antag,PHOSPHO1 inh,CRFBP-R2 agonist,pCIP destab,MEKK3 PB1 HTS,M4 PAM,CRFBP-R2 block
Cc1ccc(C2=NN3C(C2)c2ccccc2OC32C(=O)Nc3ccccc32)cc1 (stereo unspecified),-4,8,-4,22,-1.1,-4,90,2,-7
O=c1c(C(c2ccc(Br)cc2)c2c(O)nc3n(c2=O)CCS3)c(O)nc2n1CCS2,-4,-2,-4,56,-2.2,7,92,-9,0
Cc1ccccc1N1CCN(S(=O)(=O)c2nnc(NC(=O)CC(C)C)s2)CC1,5,-5,.,7,0.3,0,101,0,16
COc1nc(NCCO)nc(Nc2ccc([N+](=O)[O-])cc2)n1,-5,3,-4,-16,1.8,-12,120,25*,-7
CN(C)c1cc[n+](CC(=O)c2ccc(-c3ccccc3)cc2)cc1,22*,-15,-4,-20,-2.0,-19,100,-6,7
COc1ccc(CN2CCNC(=O)C2CC(=O)NC2CCOCC2)c(F)c1 (stereo unspecified),.,2,-3,32,2.5,-12,102,-2,7
O=C(c1cccs1)c1coc2ccc(O)c(CN3CCOCC3)c12,-5,0,-4,10,-5.9,-11,98,-3,-16
CCOC(=O)c1c(C)[nH]c(C(=O)OCCOc2ccc(Cl)cc2)c1C,0,4,-2,1,-1.6,1,129,-1,-7
COc1cc(/C=N/N=C/c2c[nH]c(=O)c(C#N)c2Nc2ccccc2)ccc1O,0,.,.,25,-0.9,-8,113,.,8
N#Cc1c(Cn2cncn2)nc(=O)n(-c2ccccc2)c1N,1,5,0,15,0.1,-5,110,16,17
C[C@@H]1CN([C@@H](C)CO)C(=O)CCCn2nncc2CO[C@@H]1CN(C)C(=O)Cc1ccccc1,.,.,-6,.,-1.7,.,.,4,19
Fc1ccc(CNCc2ccc3c(c2)OCO3)cc1,2,0,-11,30,0.6,-8,114,1,-2
CCCNc1nc(N2CCOCC2)nc(N2CCOCC2)n1,1,1,-4,22,0.6,-10,108,-5,17
Cc1ccc2[nH]c(=O)c(CN(CCCN3CCOCC3)C(=O)NC3CCCCC3)cc2c1,7,-1,-5,-6,-2.6,-10,100,-1,-7
N=C1SCC(=O)N1c1ncc(Cc2cccc(Cl)c2)s1,.,5,7,-12,-0.2,6,103,-11,16
Cc1cc(C(C)(C)C)oc1C(=O)N(CC(=O)NC1CCCC1)Cc1ccc(F)cc1,-1,6,-5,-14,6.0,-15,100,3,-19
Cc1oc2cc(OCc3cnn(-c4ccccc4)c3)ccc2c(=O)c1Oc1ccccc1F,-1,-4,-4,-12,1.0,-3,114,2,-3
O=C(N/N=C/c1ccc(OCCCF)cc1)c1cc(OCC(F)(F)F)ccc1OCC(F)(F)F,-5,4,1,35,1.6,-18,103,9,-7
O=C(NCCc1ccc(Cl)cc1)C1CCN(c2ncccn2)CC1,3,4,-7,37,-0.6,-8,100,-10,9
COCCCn1c(=O)c2ccccc2n(Cc2ccccc2C)c1=O,-3,-1,-7,22,-3.9,-2,106,0,7
COc1cc2c(cc1OC)C(COc1cccc(C(F)(F)F)c1)NCC2 (stereo unspecified),5,5,-9,32,5.8,-6,101,-6,-2
O=C(OCC(=O)N1CCCCCC1)c1cccc(Cl)c1Cl,.,.,-4,.,-0.4,.,.,5,-5
CNc1ccccc1C(C)(C)c1cc(-c2ccco2)n[nH]1,7,1,-6,-39,2.4,4,96,9,-24
Cc1ccc(C(=O)N/N=C\c2ccc([N+](=O)[O-])o2)cn1,-2,8,0,35,-1.2,-7,101,0,0
CCNS(=O)(=O)c1ccc(NC(=O)c2ccccc2OCC)cc1,-3,-4,1,-4,0.0,-4,99,-12,2
O=C(CCC1CCN(C(=O)c2cncs2)CC1)Nc1ccccc1,6,0,-1,8,0.2,1,97,6,9
CCOc1c2ccccc2nn1CCOC,-1,6,-1,.,-0.3,.,.,7,-7
COc1ccc(-n2c(C)cc(C(=O)CSc3nn4c(=O)c(C(C)(C)C)nnc4s3)c2C)cc1,2,-1,-4,94*,-0.6,-18,99,-11,-21
Cc1nn(Cc2ccccc2Cl)c(C)c1C(=O)N(C)CC(=O)Nc1cccc(F)c1,-1,4,-7,.,-1.2,.,.,-7,1
Cc1ccc(-n2c(-c3cnccn3)n[nH]c2=S)c(Br)c1,0,0,-6,-109,-1.3,-13,99,12,32
O=[N+]([O-])c1ccccc1N/N=C/c1ccccc1,-6,-2,-7,19,1.4,6,103,11,6
O=C(COc1ccccc1Cl)N1CCN(c2ccccn2)CC1,1,0,-2,.,-0.1,.,.,-2,7
Cc1nn(C)c(Oc2ccc(Cl)cc2)c1C(=O)Nc1ccc(F)cc1F,-1,5,-5,24,-0.1,-4,99,-2,1
CCCCN(Cc1cc2ccccc2[nH]c1=O)S(C)(=O)=O,4,2,3,-8,-1.2,-2,95,-5,8
N#Cc1ccc(CSc2nnc3[nH]c(=O)cc(N)n23)cc1,16,-1,0,16,-0.2,-1,96,8,-3

# By substructure: those above with a COOH group
SMILES,IDE inh,IDE cell activ,GalR3 antag,PHOSPHO1 inh,CRFBP-R2 agonist,pCIP destab,MEKK3 PB1 HTS,M4 PAM,CRFBP-R2 block
O=C(O)c1ccc(N/N=C/c2ccc(-c3ccc(Cl)cc3Cl)o2)cc1,-5,0,-6,16,-1.0,-6,108,12,1
COc1ccc(-c2csc(-n3ncc(C(=O)O)c3C(F)(F)F)n2)cc1,12,4,-12,20,-0.3,-7,102,3,13
